EBI2 block = EBI2 (human) antagonism; P32249; EBI2 beta-arrestin recruitment, luminescence, 7a,25-OHC stimulated; inhibition, % at 5 µM; 360,000 tested, 0.81% active; AID 651636; in the data active = inhibition above about 38%;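 note: enzyme fragment complementation signal reports receptor beta-arrestin coupling in cells; 0% = agonist plus DMSO wells and 100% = wells without agonist; some results beyond the cut were filed as inactive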
Target sequence (P32249 whole entry, looked up, the tested form may be a part): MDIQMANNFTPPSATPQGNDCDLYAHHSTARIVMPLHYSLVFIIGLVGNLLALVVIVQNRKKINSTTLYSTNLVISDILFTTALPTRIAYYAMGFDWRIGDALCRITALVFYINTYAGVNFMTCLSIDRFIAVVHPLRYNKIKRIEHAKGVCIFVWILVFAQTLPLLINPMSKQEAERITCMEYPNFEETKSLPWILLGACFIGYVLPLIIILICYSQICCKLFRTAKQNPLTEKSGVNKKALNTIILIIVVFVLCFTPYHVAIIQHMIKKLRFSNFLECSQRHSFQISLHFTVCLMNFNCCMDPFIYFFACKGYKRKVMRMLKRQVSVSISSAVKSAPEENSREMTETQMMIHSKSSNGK
MPTP block = blocks calcium-induced mitochondrial swelling. isolated mouse mitochondria, Ca2+ swelling absorbance, 30 min. 360,000 tested, 1.4% active. inhibition, % at 10 µM;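 active = inhibition of 50% or more, scaled per plate between neutral and stimulator controls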;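 note: 0% = DMSO wells given calcium and 100% = 1 mM EGTA wells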
Gli-Sufu antag = blocks Gli-Sufu signaling in a luciferase reporter. Sufu-KO-LIGHT fibroblasts, Gli luciferase reporter luminescence. inhibition, % at 5 µM. 340,000 tested, 0.74% active. AID 588413;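 active = inhibition above about 55%, limit read from the data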;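 note: 0% = DMSO-treated cells and 100% = wells with medium but no cells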
APOBEC3A inh = inhibitors of human APOBEC3A DNA deaminase. inhibition, % at 20 µM. 330,000 tested, 0.41% active. AID 493011. recombinant A3A, FAM/TAMRA ssDNA deamination fluorescence;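 active = at least 40% inhibition at 20 µM here, with at most 30% in a related deaminase screen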;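 note: plate controls were A3A with DMSO for no effect and wells lacking A3A enzyme for full effect; some results filed as inactive read as strong as hits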
Target sequence (P31941 whole entry, looked up): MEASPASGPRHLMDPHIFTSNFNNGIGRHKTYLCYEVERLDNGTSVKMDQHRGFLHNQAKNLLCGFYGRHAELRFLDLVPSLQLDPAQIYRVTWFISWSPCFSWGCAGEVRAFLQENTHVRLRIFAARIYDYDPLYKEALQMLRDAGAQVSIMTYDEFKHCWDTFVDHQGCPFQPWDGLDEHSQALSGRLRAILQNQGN
CXCR6 block = CXCR6 (human) receptor inhibition. O00574. CHO-K1 PathHunter CXCR6 beta-arrestin, luminescence. 360,000 tested, 0.36% active. inhibition, % at 20 µM. AID 602244; in the data active = inhibition above about 34%, passing the limit was not always enough;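 note: antagonist mode with CXCL16 agonist at 10 nM final; 0% = 10 nM CXCL16 with DMSO and 100% = unstimulated wells without agonist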
A3G deaminase = inhibitors of human APOBEC3G DNA deaminase | recombinant A3G, ssDNA deamination FAM/TAMRA fluorescence | inhibition, % at 20 µM | 330,000 tested, 0.28% active;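 active = inhibition of at least 40% at 20 µM, with no more than 30% in the related APOBEC3A deaminase screen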;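 note: plate controls were DMSO wells with A3G for no effect and wells lacking A3G enzyme for full effect; some compounds called inactive have numbers as strong as hits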
Target sequence (Q9HC16 whole entry, looked up): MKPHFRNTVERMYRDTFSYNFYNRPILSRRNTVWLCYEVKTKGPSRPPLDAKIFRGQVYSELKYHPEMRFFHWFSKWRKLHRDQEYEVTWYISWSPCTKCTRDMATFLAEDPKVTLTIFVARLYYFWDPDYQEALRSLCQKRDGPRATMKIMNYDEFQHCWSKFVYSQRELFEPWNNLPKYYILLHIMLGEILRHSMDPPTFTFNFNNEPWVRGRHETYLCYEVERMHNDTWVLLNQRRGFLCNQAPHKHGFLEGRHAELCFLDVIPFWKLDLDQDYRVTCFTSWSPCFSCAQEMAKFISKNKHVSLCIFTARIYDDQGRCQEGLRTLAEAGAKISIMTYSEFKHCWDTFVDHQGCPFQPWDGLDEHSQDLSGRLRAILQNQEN
CCR6 antagonist = CCR6 (human) receptor antagonism; P51684; CHO-K1 CCR6 PathHunter beta-arrestin, luminescence, CCL20-stimulated; inhibition, % at 20 µM; 340,000 tested, 0.49% active;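 active = compounds whose inhibition of the agonist-driven luminescence signal at 20 µM reaches about 50%, limit read from the data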;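 note: cells stimulated with CCL20 at 14 nM final; plate controls were DMSO with CCL20 for no effect and DMSO without agonist for full effect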
NR3A LBD binder = NR3A (human) ligand-binding domain modulation | NR3A LBD differential scanning fluorimetry, Tm shift; 0% = protein alone, 100% = glycine-bound protein | Tm shift relative to glycine control, % at 25 µM | 340,000 tested, 2.5% active | AID 1259313;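 active = melting temperature shift of at least 10% of the positive control shift, at one fixed dose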
The depositor's hits bear a star; . = no result given; & = joins results of further samples.

SMILES	EBI2 block	MPTP block	Gli-Sufu antag	APOBEC3A inh	CXCR6 block	A3G deaminase	CCR6 antagonist	NR3A LBD binder
O=C(Nc1cccnc1)c1ccc(N2CCCC2)c([N+](=O)[O-])c1	3.1	-0.1	-6.4	-0.6	2.0	-4.2	14.9	1.3
COc1ccc2c(COC(=O)CNS(=O)(=O)c3ccccc3)cc(=O)oc2c1	3.3	-1.8	-3.7	-0.5	3.1	-3.7	-6.9	-1.2
Cc1ccc(C(=O)C2=C(O)C(=O)N(c3ncccn3)C2c2ccc(F)cc2)o1 (stereo not given)	4.7	2.4	0.0	-3.4	2.1	-10.2	4.2	2.4
CC1CC(C)CN(C(=O)c2cc(S(=O)(=O)N3CCCCC3)ccc2Cl)C1 (stereo not given)	4.3	-0.1	-10.7	3.2	8.3	-4.9	10.2	0.8
CC(C)S(=O)(=O)C1=NSC2=NC(=O)/C(=C\c3ccc(-c4cccc(C(=O)O)c4)o3)C(=N)N21	0.9	-3.1	-7.5	.	5.4	.	22.2	-1.9
O=C(COC(=O)c1ccccn1)NC1CCCCC1	-3.3	-0.3	4.3	-2.4	6.6	-5.8	-4.6	-0.4
COC(=O)/C(=C\Nc1ccc(Cl)cc1Cl)NC(=O)c1ccc(Cl)cc1Cl	21.4	2.2	-4.4	0.5	-5.3	4.1	-6.8	-0.5
CCOC(=O)C1(Cc2ccccc2C)CCCN(C(=O)CCC(=O)OC)C1 (stereo not given)	-2.0	0.1	5.5	-2.9	12.0	-3.3	10.2	-0.2
Cc1nc(CC(C)C)cc(C(=O)N2CCCC(Nc3ccc(C)c(C)c3)C2)n1 (stereo not given)	-13.3	-1.4	-2.1	-1.8	6.7	-5.0	16.1	1.9
CCCCN(c1ccccc1)c1ncnc2nc[nH]c12	10.2	-0.9	-5.0	-4.4	4.0	-9.6	9.9	0.3
N#CCc1c(C#N)c(N)nc(N2CCOCC2)c1C#N	9.2	-1.6	1.6	-3.3	1.1	-2.7	-4.2	0.9
CCOc1ccc(N(CC(=O)NCc2cccc(OC)c2)S(=O)(=O)c2c(C)noc2C)cc1	6.6	1.3	2.1	-3.3	-0.1	-4.6	7.9	-1.0
O=C(CCCN1C(=O)c2ccccc2C1=O)Nc1cccc(S(=O)(=O)NC2=NCCC2)c1	-11.5	1.2	-2.5	-2.0	1.6	-1.7	-16.2	-2.6
O=C(CCn1c(=O)oc2ccccc21)N1CCN(c2ccccc2F)CC1	4.0	-0.2	-0.2	-2.3	-4.6	0.2	-4.1	0.6
O=C(NCc1ccc(F)cc1)c1noc2c1CCCCC2	-5.4	-2.6	-18.9	.	2.9	.	12.6	-1.2
O=C(COc1ccccc1[N+](=O)[O-])N/N=C/C=C/c1ccco1	8.0	1.7	-1.6	4.5	4.2	-1.9	7.5	3.6
O=C(O)C1CCCCC1C(=O)Nc1ccc(S(=O)(=O)N2CCCC2)cc1 (stereo not given)	-1.3	0.2	11.7	-6.9	-3.3	-7.6	-5.3	-1.7
Cc1cnc(C(=O)OCC(=O)N2c3ccccc3NC(=O)C2(C)C)cn1	5.7	-0.3	-3.2	-0.7	3.7	-4.5	-0.4	0.6
CS(=O)(=O)N(CC(=O)N1CCCCCC1)c1cccc(Br)c1	-13.8	0.7	-0.9	-4.9	4.8	-3.5	-4.2	-0.3
CCCCNC(=O)C1(N2C(=O)c3ccccc3C2=O)CCCC1	-14.6	0.0	7.7	.	6.2	.	-2.9	1.1
O=S(=O)(NC1CCCC1)c1cccc(-c2nnc(-c3ccccc3)o2)c1	5.1	-1.1	3.1	3.8	-5.0	-1.3	13.7	-7.1
CC(C)(C)NC(=O)NC(=O)C[n+]1ccc(Cc2ccc([N+](=O)[O-])cc2)cc1	-18.8	0.4	12.6	1.1	-22.2	-1.3	-5.7	0.3
Cc1cccc(C2C3=C(Nc4[nH]n(-c5ccccc5)c(=O)c42)c2ccccc2C3=O)c1 (stereo not given)	9.9	41.0	11.6	.	22.2	.	41.9	2.0
COc1ccc(-c2noc(CN3C(=O)c4ccccc4C3=O)n2)cc1	5.5	4.8	-2.2	-5.4	3.6	-8.2	-0.7	1.8
COc1ccccc1Oc1ccc(N2CC(C(=O)OCC(=O)c3ccc(F)cc3)CC2=O)cc1 (stereo not given)	-0.2	-0.8	5.0	-4.4	-2.2	-5.4	0.9	2.2
(continued)
SMILES	EBI2 block	MPTP block	Gli-Sufu antag	APOBEC3A inh	CXCR6 block	A3G deaminase	CCR6 antagonist	NR3A LBD binder
CCc1ccc2nc(N3CCN(C)CC3)c(C#N)cc2c1	-1.1	0.1	-4.8	-4.0	-0.7	-11.9	3.4	0.3
CCOC(=O)N1CCN(C(=O)COc2ccc(S(=O)(=O)NCC(C)C)cc2C)CC1	-2.2	2.7	-1.9	-3.5	-2.4	-4.7	-1.4	1.6
O=C(NCC(c1ccco1)N1CCc2ccccc2C1)C(=O)Nc1ccc(F)cc1F (stereo not given)	-2.9	0.7	13.3	-3.3	-3.3	-5.0	15.2	1.8
CCOc1ccc(NC(=S)Nc2ccc(OC(F)(F)F)cc2)cc1	75.8*	19.2	-67.3	-1.8	0.7	-1.9	-7.2	-5.5
CCC1CCCCN1C(=O)c1cc(S(=O)(=O)N2CCOCC2)ccc1C (stereo not given)	8.8	-0.3	3.4	-0.5	-0.3	2.9	2.8	2.0
Cc1cc2c(cc1S(=O)(=O)N1CCOCC1)NC(=O)CO2	-14.6	1.5	-6.8	3.3	-0.8	-5.5	4.9	0.2
N=c1ncn(Cc2ccccc2)c2nc(SCCOc3ccccc3)[nH]c12	-3.7	47.6	5.9	0.7	-2.4	2.4	8.7	-3.2
CCC1(CC)NC(=O)N(CC(=O)OCC(=O)NC(=O)c2ccccc2)C1=O	-2.3	-0.4	6.8	1.6	-6.8	-10.6	5.0	-0.2
COc1ccc(CNC(=O)COC(=O)c2ccc3ccccc3n2)cc1	-18.3	-1.1	3.2	4.9	-6.5	1.0	-4.6	-1.6
COc1cc(/C=C2/SC(=S)N(CCC(=O)Nc3ccccc3)C2=O)cc(OC)c1OC	15.5	0.0	-7.5	-4.7	6.7	-7.5	14.2	-3.0
Cc1onc(-c2c(Cl)cccc2Cl)c1C(=O)N[C@@H]1C(=O)N2[C@@H]1SC(C)(C)[C@@H]2C(=O)O	-7.6&-0.2	-0.7&-0.9	-0.9&9.3	-7.4&-3.3	4.0&0.2	-6.6&-8.1	4.6&0.6	-0.6&0.0
O=C(O)CCCn1c(=S)[nH]c2c(sc3ccc([N+](=O)[O-])cc32)c1=O	6.4	-0.4	-2.4	0.8	10.4	14.7	19.9	2.1
CCCN1Cc2cccc(C(=O)Nc3ccc(CN4CCCC4)cc3)c2C1=O	6.1	0.6	21.4	3.3	4.8	-2.9	32.4	-1.9
COc1ccc(-c2noc(-c3ccccc3-c3ccccc3)n2)cc1	27.9	-0.5	-2.4	0.8	-6.1	-2.5	15.8	4.5
Cc1ccc(NC(=O)c2ccc(Cl)nc2)cc1S(=O)(=O)N1CCOCC1	10.4	-2.6	-4.6	0.9	-1.2	0.5	8.6	-1.6
COC(=O)c1cc(C(=O)OC)cc(-n2c(C)cc(C(=O)COC(=O)CNS(=O)(=O)c3ccc(C)cc3)c2C)c1	8.0	1.6	20.3	6.1	-0.2	-4.8	4.7	0.4
COCc1cc(C)nc(NC2CC(C)(C)NC(C)(C)C2)c1C#N	6.3	0.1	-17.3	1.0	-0.3	-3.3	11.0	0.6
COc1cc(OC)c2c(-c3cccc(-c4ccc(C(F)(F)F)cc4)c3)cc(=O)oc2c1	19.5	1.0	-8.2	1.6	8.7	-1.2	11.1	-0.3
O=C(NCc1ccccc1)c1ncn(Cc2ccccc2)c1C(=O)NCc1ccccc1	9.9	-2.3	-3.5	0.4	15.4	-6.7	5.4	-1.4
Cc1ccc(NC(=S)N(C)N)cc1Cl	-1.6	1.7	-26.2	5.7	-0.9	-8.1	7.6	-2.0
CCN(CC(=O)Nc1c(F)cccc1F)C(=O)c1cc(S(=O)(=O)N(CC)CC)ccc1N1CCCCC1	12.6	-0.6	52.2	2.4	1.0	-2.1	21.7	-0.8
CC1Cc2ccccc2N1C(=O)CN1C(=O)COc2ccccc21 (stereo not given)	-0.8	0.0	-0.3	0.1	-4.9	-1.6	0.5	1.2
O=c1c(/C=N/OCc2ccc(Cl)cc2Cl)c[nH]n1-c1cccc(Cl)n1	-8.2	48.1	2.8	5.9	2.4	-1.1	35.5	-3.0
O=C(C1=NN[C@@H]2C(=O)N(Cc3ccccc3)C(=O)[C@H]12)c1ccc([N+](=O)[O-])cc1	-0.4	1.7	-5.2	0.1	-11.3	-3.6	-5.0	-2.3
COCCn1c(SCC(N)=O)nc2c(c1=O)SC(C)C2 (stereo not given)	-0.1	-2.7	1.7	-2.0	0.7	1.3	0.4	-1.3
Next compounds follow:
SMILES	EBI2 block	MPTP block	Gli-Sufu antag	APOBEC3A inh	CXCR6 block	A3G deaminase	CCR6 antagonist	NR3A LBD binder
O=C(NC[C@@H]1CC[C@@H](Cc2ccc(-c3ccccc3)cc2)O1)Nc1ccc(Br)cc1	17.0	59.8*	2.6	-0.9	-15.1	0.0	8.8	24.1*
CCCCNC(=O)OCCNC(=O)NC	-3.1	1.4	7.4	1.1	-11.9	-2.6	-5.7	-0.1
COc1ccc(-c2oc3ncnc(NCCCO)c3c2-c2ccc(OC)cc2)cc1	-3.2	-1.7	-2.4	4.7	3.7	1.7	-1.1	-2.4
CCOC(=O)c1c(C)c(C(=O)NCc2ccc3c(c2)OCO3)c(C)n1C	-14.1	-0.8	0.1	3.0	0.4	-8.7	13.0	0.5
CCCC(=O)Nc1ccc2c(c1)nc(CN1CCN(C(=O)OCC)CC1)n2CC	-12.5	0.4	23.0	-0.6	-4.8	-5.4	8.1	1.7
CN(c1ccccc1)S(=O)(=O)c1ccc(Cl)c(C(=O)NCc2ccccc2CN2CCCC2)c1	5.7	0.6	12.2	-1.9	4.5	-0.4	16.3	1.9
CCSS(=O)(=O)c1cccc2cccnc12	-5.6	18.8	3.7	-1.6	-1.8	68.0*	-3.1	-0.9
Cc1cc(C)cc(C(=O)NCC(=O)OCC(=O)N2CCN(S(=O)(=O)c3ccc4ccccc4c3)CC2)c1	4.0	-0.1	1.8	0.0	1.9	-8.8	8.6	6.0
Cc1cccc(N2C(=O)c3cccc4c(N(C)CCO)ccc(c34)C2=O)c1	-1.0	-0.4	-4.8	-19.0	-3.8	-27.4	-1.4	-21.6
Cc1ccc2[nH]c(C)c(/C=N/Nc3nc4ccccc4s3)c2c1	31.0	0.2	18.4	-1.5	-12.7	-3.4	-37.7	24.3*
O=C(/C=C/c1ccccc1)Nc1cccc(C(=O)N2CCCCC2)c1	-2.9	0.4	-42.0	.	-3.8	.	15.7	0.9
Cc1ccc(CNC(=O)CN(c2cccc([N+](=O)[O-])c2)S(=O)(=O)c2ccccc2)cc1	-0.8	2.6	7.7	-1.5	-1.2	-11.0	-3.1	-7.3
COCCNC(=O)CN1CCN(Cc2cccc(Cl)c2)C1=O	-7.5	-0.6	2.7	-2.0	-4.2	-4.3	-8.1	-2.1
COc1cccc(C(=S)N2CCOCC2)c1OS(=O)(=O)c1ccc(Cl)cc1	12.9	0.1	-40.0	-3.5	-13.4	-7.3	3.8	0.1
CCCC1CCc2c(sc(NC(=O)c3cccs3)c2C(N)=O)C1 (stereo not given)	-16.0	0.8	-36.0	-5.4	4.2	-7.8	7.4	.
CCOCCOC(=O)C1=C(C)NC(=O)NC1c1ccc2c(c1)OCO2 (stereo not given)	-18.0	0.3	-11.1	0.0	6.7	-8.3	4.3	0.2
COCCNC(=O)c1onc(CSc2cc(C)cc(C)c2)c1C(=O)O	-14.3	-1.3	-1.5	-0.5	4.9	-3.8	7.0	-1.9

Structures listed so far with a CF3 group, in the order listed:
SMILES	EBI2 block	MPTP block	Gli-Sufu antag	APOBEC3A inh	CXCR6 block	A3G deaminase	CCR6 antagonist	NR3A LBD binder
CCOc1ccc(NC(=S)Nc2ccc(OC(F)(F)F)cc2)cc1	75.8*	19.2	-67.3	-1.8	0.7	-1.9	-7.2	-5.5
COc1cc(OC)c2c(-c3cccc(-c4ccc(C(F)(F)F)cc4)c3)cc(=O)oc2c1	19.5	1.0	-8.2	1.6	8.7	-1.2	11.1	-0.3

Rows are unselected. About 5.8% of those tested had a hit in this group.
